IDH1 R132H inh: qHTS for Inhibitors of mutant isocitrate dehydrogenase 1 (IDH1): qHTS | AID 602179, 2012 | IDH1-R132H enzyme, NADPH consumption, diaphorase/resazurin fluorescence | Isocitrate dehydrogenase [NADP] cytoplasmic (Homo sapiens), O75874 | Potency, µM (doses to about 76.6 µM), for the others: at the highest dose activity change, negative = inhibition, usual class: inhibitors | 390,000 tested, 0.093% active; note: potency is the fitted concentration of half-maximal effect; % is set by controls: 0 for no effect and ±100 for the full control effect; nearly all actives have a fitted effect of over 65% in size
Target sequence (O75874 whole entry R132H, stated change not applied): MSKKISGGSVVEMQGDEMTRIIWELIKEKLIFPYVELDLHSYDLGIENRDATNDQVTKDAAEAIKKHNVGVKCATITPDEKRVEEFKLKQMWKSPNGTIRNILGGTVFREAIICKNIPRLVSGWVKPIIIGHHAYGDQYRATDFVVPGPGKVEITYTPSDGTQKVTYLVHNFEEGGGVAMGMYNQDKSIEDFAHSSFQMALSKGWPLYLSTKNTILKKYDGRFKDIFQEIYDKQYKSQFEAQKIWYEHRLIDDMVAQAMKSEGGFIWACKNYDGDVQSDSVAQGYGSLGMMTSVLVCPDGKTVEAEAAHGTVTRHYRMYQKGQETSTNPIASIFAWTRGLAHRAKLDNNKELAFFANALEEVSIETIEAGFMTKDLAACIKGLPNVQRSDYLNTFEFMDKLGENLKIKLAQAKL
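IDH1-R132H (0.5 ug/mL dispensed) in pH 7.5 Tris buffer was preincubated 30 min with compound, then given a substrate mix of 0.016 mM NADPH and 2 mM alpha-KG for 80 min at room temperature; remaining NADPH was read by diaphorase/resazurin fluorescence.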
TrxR1 substrate: qHTS Assay for Substrates of Mammalian Selenoprotein Thioredoxin Reductase 1 (TrxR1): qHTS; Thioredoxin reductase 1, cytoplasmic (Rattus norvegicus), O89049; purified TrxR1 substrate turnover, NADPH consumption readout; Potency, µM (highest dose often 114 µM), without a hit: top-dose activity change, negative = substrate turnover; 390,000 tested, 0.01% active; AID 588456, 2011; note: potency is the fitted concentration of half-maximal effect; % is set by controls: 0 for no effect and ±100 for the full control effect; nearly all actives have a fitted effect of over 50% in size
Target sequence (O89049 whole entry, looked up): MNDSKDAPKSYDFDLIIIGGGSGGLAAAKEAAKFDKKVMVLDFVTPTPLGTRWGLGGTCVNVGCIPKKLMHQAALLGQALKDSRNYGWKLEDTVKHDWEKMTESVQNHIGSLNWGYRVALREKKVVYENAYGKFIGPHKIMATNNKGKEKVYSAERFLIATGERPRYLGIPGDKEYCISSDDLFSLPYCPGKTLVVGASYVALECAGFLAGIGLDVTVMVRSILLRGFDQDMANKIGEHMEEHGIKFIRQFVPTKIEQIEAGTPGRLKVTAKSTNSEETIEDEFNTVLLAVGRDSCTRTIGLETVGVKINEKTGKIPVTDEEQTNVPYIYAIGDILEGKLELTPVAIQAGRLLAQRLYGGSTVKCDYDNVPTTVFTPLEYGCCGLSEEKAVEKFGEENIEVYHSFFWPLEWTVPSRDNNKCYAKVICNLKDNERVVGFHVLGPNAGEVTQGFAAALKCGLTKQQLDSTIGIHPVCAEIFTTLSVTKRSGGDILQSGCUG
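Rat TrxR1, dispensed at 90 nM, was prereduced with 400 uM NADPH (final) for 5 min at ~22 deg C, then incubated with compound 15 min before 400 uM selenite. A first-read NADPH fluorescence drop versus no-compound background flagged substrates.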
Vif-APOBEC3G blk: qHTS for Inhibitors of Vif-A3G Interactions: qHTS. Potency, µM (top dose mostly 46.1 µM), without a hit: top-dose activity, negative = active, hits mostly inhibitors. AID 602310, 2012. DNA dC->dU-editing enzyme APOBEC-3G (Homo sapiens), Q9HC16. HeLa A3G-eYFP + Vif (tagged APOBEC3G with the HIV-1 protein that degrades it), YFP fluorescence, overnight. 410,000 tested, 0.076% active;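 note: potency is the fitted concentration of half-maximal effect; % is set by controls: 0 for no effect and ±100 for the full control effect; nearly all actives have a fitted effect of over 60% in size; hits raise eYFP signal because A3G escapes Vif-driven loss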
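Read-out is eYFP fluorescence (Ex 488/Em 500-530) from Vif-expressing HeLa A3G-eYFP cells; more signal means A3G escaped Vif-mediated degradation. Cells plated overnight, compound pinned in, incubated overnight at 37 deg C.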
Glioma ERSR ind: qHTS for Inducers of the Endoplasmic Reticulum Stress Response (ERSR) in Human Glioma: qHTS; Potency, µM, without a hit: at the top dose activation, most hits filed as activators; 420,000 tested, 0.02% active; U87-MG GRP78 promoter luciferase reporter, 16 h; AID 602332, 2012; note: potency is the fitted concentration of half-maximal effect; series mostly up to about 76 µM; % of control where 0% means no effect; nearly all actives have a fitted effect of over 35% in size
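ERSR induction read as luciferase luminescence (Bright-Glo, 10 min at room temperature) in stably transfected human U87-MG glioma cells exposed to compounds for 16 h, using GRP78 as sensor.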
USP1-UAF1 inh: Inhibitors of USP1/UAF1: Primary Screen; 390,000 tested, 0.23% active; AID 743255, 2014; recombinant USP1/UAF1, Ub-Rhodamine cleavage fluorescence; Potency, µM (series often up to 57.1 µM), for the others: at the highest dose activity change, negative = inhibition, usual class: inhibitors; Ubiquitin carboxyl-terminal hydrolase 1 (Homo sapiens), O94782; note: potency is the fitted concentration of half-maximal effect; % is set by controls: 0 for no effect and ±100 for the full control effect; nearly all actives have a fitted effect of over 60% in size; inactives centre near -12
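In this screen, compounds sit with the deubiquitinase complex (1nM) for 15 min at room temperature before Ub-Rho is added at 150nM final. Fluorescence rise is then followed for 6 reads every 60 seconds.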
TrxR1 inh: qHTS Assay for Inhibitors of Mammalian Selenoprotein Thioredoxin Reductase 1 (TrxR1): qHTS; recombinant rTrxR1, NADPH fluorescence consumption, selenite substrate; Potency, µM (highest dose often 114 µM), without a hit: top-dose activity change, negative = inhibition, hits mostly inhibitors; Thioredoxin reductase 1, cytoplasmic (Rattus norvegicus), O89049; 390,000 tested, 1% active; note: potency is the fitted concentration of half-maximal effect; % is set by controls: 0 for no effect and ±100 for the full control effect; nearly all actives have a fitted effect of over 65% in size
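Rat TrxR1 (90 nM in the dispensed reagent) was pre-reduced with 400 uM NADPH for 5 min at room temperature, then incubated with compound for 15 min. After 400 uM selenite was added, NADPH fluorescence (Ex 340/Em 450 nm) was followed for 8 min.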
LDHA block: qHTS assay for inhibitors of human lactate dehydrogenase; purified LDHA, NADH/diaphorase-resazurin fluorescence; active compounds read low; activity change, % (values are at about 110 or 230 µM); 480,000 tested, 0.15% active; in the data active = activity change below about -30%; inconclusive = mostly about -25% to -30%;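 note: plate controls were DMSO wells for no effect and wells without enzyme for full effect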
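Remaining NADH was detected by diaphorase (0.133 mg/mL) converting 37 µM resazurin to fluorescent resorufin, read at 0 and 20 minutes. The preceding 5-minute room-temperature reaction used 2 nM LDHA, 0.2 mM sodium pyruvate and 0.06 mM NADH at pH 7.4.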
RGS4 inhibitor: Inhibitors of Regulator of G Protein Signaling (RGS) 4: qHTS; Potency, µM (highest dose often 114 µM), without a hit: at the top dose activity change, negative = inhibition, most hits filed as inhibitors; AID 504845, 2011; 390,000 tested, 0.039% active; Transcreener GDP fluorescence polarization, RGS4-accelerated GTP hydrolysis; Regulator of G-protein signaling 4 (Homo sapiens), P49798; note: potency is the fitted concentration of half-maximal effect; % is set by controls: 0 for no effect and ±100 for the full control effect; nearly all actives have a fitted effect of over 75% in size; some results filed as inactive show a strong effect at the top dose
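MLSMR compounds (23 nl, pin-transferred) preincubated 10 min at room temperature with a 500nM (2x) first reagent, then RGS4 at 900nM (2x) plus Transcreener GDP mix added; fluorescence polarization (620/688 nm) read before and after 90 min at 30 °C.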
Vif-APOBEC3F blk: qHTS for Inhibitors of Vif-A3F Interactions: qHTS; HeLa A3F-eYFP + Vif (tagged APOBEC3F with the HIV-1 protein that degrades it), YFP fluorescence increase; Potency, µM (top dose mostly 46.1 µM), without a hit: top-dose activity, negative = active; 390,000 tested, 0.2% active; AID 602313, 2012; note: potency is the fitted concentration of half-maximal effect; % of control where 0% means no effect; nearly all actives have a fitted effect of over 65% in size
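Fluorescence increase (Ex 488/Em 500-530) after overnight compound treatment at 37 deg C flags inhibition of Vif-driven A3F-eYFP loss in stable HeLa A3F-eYFP/Vif cells seeded overnight beforehand.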
* hit, by the source's call; ? = inconclusive; . = not tested or not shown; & = joins results of further samples; [ ] = dose if it differs, or a comment. Unless noted, calls come from the whole dose curve; as a rule, active = well fitted curve in the direction sought with a large enough effect; inconclusive = small, poorly fitted or top-dose-only effect, or another doubt; inactive = no such curve, though single readings can be large; an effect the other way counts as inactive or inconclusive. These rows are one share of the data; the hit share may differ from the screen's.

SMILES	IDH1 R132H inh	TrxR1 substrate	Vif-APOBEC3G blk	Glioma ERSR ind	USP1-UAF1 inh	TrxR1 inh	LDHA block	RGS4 inhibitor	Vif-APOBEC3F blk
O=C(Nc1c2c(nn1-c1cccc(Cl)c1)CS(=O)(=O)C2)c1ccc2c(c1)OCO2	-2%	-6%	-2%	-2%	-14%	-21%	4	14%	-7%
COC(=O)c1ccc(-n2cncn2)c([N+](=O)[O-])c1	1%	-5%[57.1 µM]	0%	-3%	?	13%[57.1 µM]	-5	?	-2%
O=S(=O)(CCc1nnc(-c2ccccc2)o1)c1ccc2ccccc2c1	2%	-5%	2%	-6%	-8%	-18%	-2	2%	2%
CCc1ccc(-n2c(=O)c3cccnc3n2CC(=O)Nc2cc(OC)ccc2OC)cc1	7%	33%[activator][57.1 µM]	-1%	-1%	-3%	30%[activator][57.1 µM]	-1	-29%	-2%
Cc1occc1C(=O)Nc1sccc1C(N)=O	0%	-3%	0%	10%	-19%	-6%	-8	32%	0%
Fc1ccccc1/C=N/Nc1ccc(Cl)nn1	14%	2%	-1%	2%	-8%	7%	-1	6%	2%
O=C(N/N=C/C=C\c1ccccc1[N+](=O)[O-])c1cc(-c2ccccc2)nc2ccccc12	-1%	-5%	-11%	0%	2%	13%	-4	6%	-29%
O=C(c1ccc(CSc2nc3ccncc3n2Cc2ccccc2F)cc1)N1CCCCCC1	-9%	-4%	2%	2%	?	3%	-2	15%	6%
COC(=O)C1CCN(C(=O)COC(=O)c2cc(S(=O)(=O)N3CCOCC3)ccc2C)CC1	2%	-3%	0%	-2%	-5%	-8%	-1	-13%	-5%
Brc1cccc(OCCN2CCc3ccccc3C2)c1	2%	-2%	0%	-3%	-2%	7%	2	34%	-5%
C=C(C)CSc1nnc(-c2ccc(OC)c(OC)c2)n1N	-2%	0%	-5%	-3%	5%	7%	-1	11%	-6%
CC[C@]1(C(=O)OC)[C@H]2C(=O)N(Cc3ccccc3)C(=O)[C@H]2[C@H]2CN=C(SCc3ccc(Cl)cc3)N21	5%[38.3 µM]	0%	3%	-1%	-10%	16%	-1	-13%	7%
C=CCn1cc(C(=O)N2CCN(CC)CC2)c(=O)c2cc(S(=O)(=O)N(CC)CC)ccc21	0%	1%	-13%	1%	-8%	-7%	6	-5%[56.9 µM]	-17%
CCOP(=O)(OCC)C(Nc1ccc(C(=O)O)cc1)c1ccccc1 (stereo unspecified)	1%	-3%	-2%	-1%	-7%	18%	-2	-18%	3%
C[C@H]1CN([C@@H](C)CO)C(=O)CCCn2nncc2CO[C@H]1CN(C)S(=O)(=O)c1ccccc1	-2%	.	7%	-3%	-17%	.	-6	.	-8%
CC(=O)Nc1ccc(Nc2nc(C)nc3c2oc2ccccc23)cc1	8%	10%	2%	-7%	-6%	-19%	-10	5%[56.9 µM]	2%
COc1ccc(N2CC(C(=O)Nc3cc(C(F)(F)F)ccc3N3CCCC3)CC2=O)c(OC)c1 (stereo unspecified)	0%	1%	?	-1%	-21%	7%	-2	-15%	-9%
Cc1ccsc1C(=O)Nc1nc2ccccc2[nH]1	4%	-8%	1%	-8%	-11%	2%	1	16%	3%
Clc1ccccc1CSc1snnc1-c1ccccc1	0%	2%	-8%	3%	-6%	12%	-4	-8%	-9%
CCOCCc1c(O)nc(SCC(=O)NCc2ccco2)[nH]c1=O	-6%	-2%	-1%	0%	1%	-9%	-3	18%	2%
Cc1ccccc1NC(=O)CN(C)S(=O)(=O)c1ccc2c(c1)n(C)c(=O)c(=O)n2C	0%	-8%	0%	-4%	-14%	-19%	-14	30%	3%
COCc1c(Br)c(C)nc2sc3c(=O)n(-c4cccc(Br)c4)nnc3c12	17%	-1%	7%	-3%	2%	21%	-16	14%	-3%
O=C(c1cccs1)N1CCCC(N2CCN(c3ccc(F)cc3)CC2)C1 (stereo unspecified)	-1%	1%	5%	-3%	-14%	23%	-1	5%	-2%
Cc1nc([N+](=O)[O-])cn1CC(O)c1ccc2c(c1)OCCO2 (stereo unspecified)	.	-3%	-2%	-3%	.	12%	-7	.	.
CCCCn1c(N)c(N(CC(C)C)C(=O)c2ccc(-c3ccc(Cl)cc3)o2)c(=O)[nH]c1=O	-10%	32%[activator]	-3%	-3%	-24%	-25%	-4&11	-37%	?
COc1cc(N2CCCC2)c(OC)cc1/C=C(/C#N)c1cccc(F)c1	4%	-9%	5µM*	-5%	-18%	-7%	17	?	?
Cc1ccc2c(c1)[C@H]1[C@H](CO2)[C@H](c2ccccc2)[C@]2(C)C(=O)N(Cc3ccc(Cl)cc3)CC(=O)N12	2%	3%	-3%	-3%	-33%	27%[57.1 µM]	-1	4%	-8%
O=C(N/N=C/c1ccc(-c2ccc(Cl)c(C(=O)O)c2)o1)c1cc2c(ccc3ccccc32)o1	-18%	26%	1%	-2%	-22%	-11%	-22	-15%[11.4 µM]	0%
CCN1CCC(O)(C(C(=O)O)c2ccccc2)CC1 (stereo unspecified)	6%	-7%	2%	-4%	8%	-6%[57.1 µM]	-2	14%	6%
CN(CC(=O)Nc1ccc(F)cc1)CC(=O)Nc1ccc(F)c(F)c1F	12%	-1%	0%	-2%	-25%	-4%[57.1 µM]	-4	-18%	7%
COc1ccc(NC(=O)CSc2nc(-c3ccco3)cc(C(F)(F)F)n2)c(OC)c1	-10%	-11%	-5%	-1%	-24%	-30%	-5	4%	-10%
Cc1ccc(NC(=O)C2CCN(S(=O)(=O)c3ccc4c(c3)OCCO4)CC2)nc1	6%	-6%	-1%	-4%	-3%	-8%	-3	8%	8%
N#Cc1ccc(CN2CCN(CC(=O)Nc3ccccc3C(=O)NC3CC3)CC2)cc1	10%	10%	0%	-4%	-17%	17%	-2	-7%	1%
O=C1CC(C(=O)N2CCCc3ccccc32)CN1c1ccc(Cl)cc1 (stereo unspecified)	7%	-1%	-8%	2%	-13%	15%	-13	17%	15%
Cc1cc2ccccc2n1CCNC(=O)c1ccc(Br)o1	3%	13%[57.1 µM]	2%	-2%	-15%	10µM*	-9	-25%	-2%
COc1ccc(-c2csc3nc(-c4ccccc4)oc(=O)c23)cc1OC	9%&0%	-2%[11.4 µM]	-2%&-4%	2%&-2%	-24%&-2%	2%[11.4 µM]	-2&-8	?	-1%&-3%
CN=C(Nc1cccc(OC)c1)SC1CC(=O)N(c2ccc(C(=O)O)cc2)C1=O (stereo unspecified)	4%	0%	0%	-1%	-11%	3%	-3	-1%	-10%
COc1[nH]c2ccc(F)cc2c1C(=O)OCC1CCN(CCNS(C)(=O)=O)CC1	-11%	1%	-2%	-3%&-5%	-23%	4%&0%	-7	4%	1%
O=C1c2ccccc2S(=O)(=O)N1CCOc1ccc(F)cc1	10%	-5%	6%	4%	-11%	6%	-3	1%	-2%
COc1ccc(N(CC(=O)NCCc2ccc(S(N)(=O)=O)cc2)S(=O)(=O)c2c(C)noc2C)cc1	15%	-2%	-6%	-3%	-12%	-1%	-1	-21%	-1%
CC1(C)Cc2sc3c(=O)[nH]c(=S)[nH]c3c2CO1	-1%	5%	-6%	-3%	-8%	-22%	0	-18%	-1%
Cn1c(=O)c(=O)n(C)c2cc(S(=O)(=O)NCCN3CCN(c4ccccc4F)CC3)ccc21	7%	-2%	1%	-6%	-6%	2%	-8	34%	1%
O=C(NCc1ccccc1Cl)c1ccccc1Oc1ccccc1	1%	-4%	-3%	-5%	-15%	-8%	-3	-34%	-4%
COc1ccc(C(=S)N2CCOCC2)cc1OS(=O)(=O)c1ccccc1[N+](=O)[O-]	0%	-4%	-4%	2%	-4%	-6%	0	-29%	1%
COc1ccc(NC(=O)c2ccccc2C(=O)N2CCCCC2)cc1	-6%	11%[57.1 µM]	6%	1%	-14%	7%[57.1 µM]	-3	-53%	4%
CC1C/C(=N\NC(=O)c2cccnc2)CC(C)(C)C1 (stereo unspecified)	2%	6%[57.1 µM]	-2%	-3%	-11%	19%[57.1 µM]	-12	28%	-2%
Oc1ccccc1C(=S)N1CCCC1	-3%	0%	0%	-4%	-17%	24%	-8	-30%	1%
COc1ccc(CCC(=O)N2CCCSC2=Nc2ccc(C(C)=O)cc2)cc1	4%	-14%	-2%	0%	-11%	-9%	1	1%	1%
